Compound activity deposited in PubChem by NMMLSC.
VLA-4 antagonist = inhibitors of LDV-FITC ligand binding to Mn2+-activated human VLA-4 integrin | Jurkat cells, LDV-FITC binding with Mn2+, flow cytometry; 100% = Mn2+-driven binding gain fully reversed | inhibition, % at 10 µM (by protocol) | actives 0.2% (n = 24,000) | P13612;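 active = inhibition above 50%; inconclusive = compound itself fluorescent, judged against control cell fluorescence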;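 note: 0% = Mn2+ stimulated cells lacking compound and 100% = ligand binding without Mn2+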
Target sequence (P13612 whole entry, looked up): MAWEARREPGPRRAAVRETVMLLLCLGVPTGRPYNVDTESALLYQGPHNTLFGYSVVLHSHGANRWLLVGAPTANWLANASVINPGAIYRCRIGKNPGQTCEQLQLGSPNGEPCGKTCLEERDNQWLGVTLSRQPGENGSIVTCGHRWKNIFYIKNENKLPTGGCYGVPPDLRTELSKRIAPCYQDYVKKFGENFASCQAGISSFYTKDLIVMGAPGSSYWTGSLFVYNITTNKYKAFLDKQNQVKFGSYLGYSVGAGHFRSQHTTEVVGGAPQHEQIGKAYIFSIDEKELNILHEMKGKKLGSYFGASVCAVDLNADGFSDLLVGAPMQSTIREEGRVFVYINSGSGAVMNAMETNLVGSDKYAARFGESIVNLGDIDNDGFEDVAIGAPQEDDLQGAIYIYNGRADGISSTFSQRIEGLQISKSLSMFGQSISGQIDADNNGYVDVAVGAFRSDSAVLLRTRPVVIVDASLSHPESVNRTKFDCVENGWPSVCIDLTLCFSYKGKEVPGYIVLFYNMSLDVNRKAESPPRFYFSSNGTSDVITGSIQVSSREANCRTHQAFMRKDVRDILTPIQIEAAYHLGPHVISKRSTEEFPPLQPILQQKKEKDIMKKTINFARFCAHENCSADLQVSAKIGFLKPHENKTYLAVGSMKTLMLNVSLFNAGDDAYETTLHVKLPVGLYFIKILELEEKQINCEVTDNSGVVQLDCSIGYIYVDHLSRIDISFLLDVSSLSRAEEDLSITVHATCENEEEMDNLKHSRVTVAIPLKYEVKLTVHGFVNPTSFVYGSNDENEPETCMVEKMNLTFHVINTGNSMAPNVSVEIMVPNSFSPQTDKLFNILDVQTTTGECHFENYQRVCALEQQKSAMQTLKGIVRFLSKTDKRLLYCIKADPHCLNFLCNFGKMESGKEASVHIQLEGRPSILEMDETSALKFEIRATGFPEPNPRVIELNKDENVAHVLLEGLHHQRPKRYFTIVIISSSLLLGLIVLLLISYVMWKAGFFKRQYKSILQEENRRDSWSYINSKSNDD
Prostate diff = activators of LNCaP prostate cell differentiation. flow cytometry side scatter, 4 d. side scatter shift, % at 10 µM. actives 0.56% (n = 24,000);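 active = side scatter shift above 30%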;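 note: androgen-responsive LNCaP prostate cancer cells in charcoal-stripped serum medium; percent of cells past a gate set so DMSO wells show 10% shift; higher shift means more granular cells and more differentiation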
Autofluor Jurkat = autofluorescence counter-screen for VLA-4 integrin assays | Jurkat cells, compound autofluorescence, flow cytometry; active compounds read high; 1 = vehicle-only cell background | fluorescence ratio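 (tested at 10 µM compound in the well)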 | actives 0.61% (n = 24,000);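 active = fluorescence ratio above 2.44, which is 1 plus 3 SD of all ratios; inconclusive = signal too bright to measure linearly, ratio around 10 or more; inactive = fluorescence ratio below 2.44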;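 note: green fluorescence of cells measured with 488 nm excitation and 530 nm emission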
VLA-4 agonist = allosterically activates the human VLA-4 integrin | AID 528 | 24,000 tested, under 10 active | activation, % at 10 µM (by protocol) | P13612 | Jurkat cells, LDV-FITC binding, flow cytometry;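 active = fluorescent ligand binding to cells raised by more than 40% of the manganese-induced maximum; inconclusive = compound's own fluorescence above 85% of the ligand control signal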;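 note: 0% = ligand binding without compound and 100% = manganese-stimulated maximal binding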
The depositor's hits bear a star; u = inconclusive. An excerpt (hit frequency here may not be typical).

1) CCOC(=O)CNC(=O)Nc1nnc(-c2ccc(OCC)cc2)o1
2) CS(=O)(=O)N1CCC(C(=O)NCCN2CCN(Cc3ccccc3)CC2)CC1
3) CN/C(=C/[N+](=O)[O-])NCCSCc1ccc(CN(C)C)o1
4) CCn1cc(C(=O)N2CC=C(c3ccccc3)CC2)c(=O)c2ccc(C)nc21
5) COc1cccc(-c2nn(C)c3sc(C(=O)N4CCOCC4)cc23)c1
6) c1ccc(-c2cc(CSc3nc4ccccc4[nH]3)on2)cc1

Assay by compound | 1 | 2 | 3 | 4 | 5 | 6
VLA-4 antagonist | -10 | 12 | -9 | 4 | -20 | 6
Prostate diff | 5 | 3 | 0 | 17 | 7 | 5
Autofluor Jurkat | 1.1 | 1.1 | 1 | 1.1 | 1 | 1
VLA-4 agonist | 6 | 1 | 0 | 3 | -3 | -7

7) COc1ccc(NC(=O)CCNC(=O)Cn2ccc3ccccc3c2=O)c(OC)c1
8) COc1ccc(NC(=O)c2oc3ccccc3c2NC(=O)c2ccc3c(c2)OCO3)cc1
9) Cc1cc(/C=N\O)c(C)n1-c1ccncc1
10) Cc1ccc(CS(=O)(=O)CCC(=O)NCC2CCCO2)cc1 (configuration not stated)
11) CCOC(=O)N1CCN(C(=O)c2ccc3c(=O)n(CCC4=CCCCC4)c(=O)[nH]c3c2)CC1
12) O=C(c1ccccc1)N1CCCCC(Sc2nnnn2-c2ccccc2)C1=O (configuration not stated)

Assay by compound | 7 | 8 | 9 | 10 | 11 | 12
VLA-4 antagonist | -18 | 5 | 2 | -13 | u | 3
Prostate diff | 7 | 14 | 12 | 5 | 2 | 5
Autofluor Jurkat | 1 | 1.1 | 0.97 | 1.1 | 1.3 | 1
VLA-4 agonist | 4 | 0 | -7 | 5 | u | -4

13) CN(C)C(=O)c1ccc(COc2ccccc2Br)o1
14) O=C(CSc1nnc(CNC(=O)c2c(F)cccc2Cl)o1)Nc1ccccc1
15) Cc1noc(C)c1S(=O)(=O)N1CCCC(C(=O)NCc2ccccn2)C1 (configuration not stated)
16) Cc1cc(C)c(OCC(=O)Nc2ccc3c(c2)OCO3)cc1C
17) COc1ccc(N(CC(=O)N2CCc3ccccc3C2)S(=O)(=O)c2c(C)[nH]c(=O)[nH]c2=O)cc1
18) CSCCOC(=O)c1[nH]c2c(c1C)C(=O)CC(c1ccco1)C2 (configuration not stated)

Assay by compound | 13 | 14 | 15 | 16 | 17 | 18
VLA-4 antagonist | 0 | 10 | -24 | 12 | 0 | 5
Prostate diff | 8 | 7 | 3 | 3 | 6 | 16
Autofluor Jurkat | 1 | 0.95 | 1 | 1.1 | 1.1 | 1
VLA-4 agonist | 0 | 2 | 4 | -1 | -1 | 8

19) Cc1cccc(-c2nc(CS(=O)CC(=O)NCC3CCCO3)c(C)o2)c1 (configuration not stated)
20) CC(=O)c1cccc(NC(=O)CCS(=O)(=O)c2cccc3nonc23)c1
21) COc1ccc(CN(CC(=O)NCC2CCCO2)C(=O)CCC(=O)Nc2cc(C)on2)cc1 (configuration not stated)
22) Cc1ccc(CC2CC(=O)N(c3cc(C)on3)C2=O)cc1 (configuration not stated)
23) CCCCOC(=O)C1C2C=CC3(CN(CCc4ccccc4)C(=O)C13)O2 (configuration not stated)
24) Cn1c(C(=O)O)c(CC(=O)NCC2COc3ccccc3O2)c2ccccc21 (configuration not stated)

Assay by compound | 19 | 20 | 21 | 22 | 23 | 24
VLA-4 antagonist | -6 | -3 | 8 | -38 | -3 | -19
Prostate diff | 5 | 6 | 13 | 5 | 5 | 15
Autofluor Jurkat | 1.1 | 1.1 | 1 | 0.98 | 1 | 0.99
VLA-4 agonist | -2 | 7 | 0 | 3 | 1 | 0

Filtered by structure: the compounds so far with sulfur.
2) CS(=O)(=O)N1CCC(C(=O)NCCN2CCN(Cc3ccccc3)CC2)CC1
3) CN/C(=C/[N+](=O)[O-])NCCSCc1ccc(CN(C)C)o1
5) COc1cccc(-c2nn(C)c3sc(C(=O)N4CCOCC4)cc23)c1
6) c1ccc(-c2cc(CSc3nc4ccccc4[nH]3)on2)cc1
10) Cc1ccc(CS(=O)(=O)CCC(=O)NCC2CCCO2)cc1 (configuration not stated)
12) O=C(c1ccccc1)N1CCCCC(Sc2nnnn2-c2ccccc2)C1=O (configuration not stated)
14) O=C(CSc1nnc(CNC(=O)c2c(F)cccc2Cl)o1)Nc1ccccc1
15) Cc1noc(C)c1S(=O)(=O)N1CCCC(C(=O)NCc2ccccn2)C1 (configuration not stated)

Assay by compound | 2 | 3 | 5 | 6 | 10 | 12 | 14 | 15
VLA-4 antagonist | 12 | -9 | -20 | 6 | -13 | 3 | 10 | -24
Prostate diff | 3 | 0 | 7 | 5 | 5 | 5 | 7 | 3
Autofluor Jurkat | 1.1 | 1 | 1 | 1 | 1.1 | 1 | 0.95 | 1
VLA-4 agonist | 1 | 0 | -3 | -7 | 5 | -4 | 2 | 4

17) COc1ccc(N(CC(=O)N2CCc3ccccc3C2)S(=O)(=O)c2c(C)[nH]c(=O)[nH]c2=O)cc1
18) CSCCOC(=O)c1[nH]c2c(c1C)C(=O)CC(c1ccco1)C2 (configuration not stated)
19) Cc1cccc(-c2nc(CS(=O)CC(=O)NCC3CCCO3)c(C)o2)c1 (configuration not stated)
20) CC(=O)c1cccc(NC(=O)CCS(=O)(=O)c2cccc3nonc23)c1

Assay by compound | 17 | 18 | 19 | 20
VLA-4 antagonist | 0 | 5 | -6 | -3
Prostate diff | 6 | 16 | 5 | 6
Autofluor Jurkat | 1.1 | 1 | 1.1 | 1.1
VLA-4 agonist | -1 | 8 | -2 | 7

Next part
25) O=C(CCCn1c(=O)c2sccc2n(CC(=O)OCc2ccccc2)c1=O)NCc1ccco1
26) CCOC(=O)CC1=C(C(=O)OCC)C(c2ccc(C)o2)C(C#N)=C(N)O1 (configuration not stated)
27) Cc1noc(C(=O)N2CC3(C)CC2CC(C)(C)C3)c1Cl (configuration not stated)
28) CCOC(=O)CSc1nnc(CNC(=O)c2cccs2)n1-c1cc(C)ccc1C
29) Nc1nonc1-c1noc(CCCCCN2C(=O)c3ccccc3C2=O)n1
30) CCOc1ccccc1OCCCCCc1c(C)n[nH]c1C

Assay by compound | 25 | 26 | 27 | 28 | 29 | 30
VLA-4 antagonist | 15 | -3 | 13 | 13 | -20 | 4
Prostate diff | 10 | 10 | 5 | 13 | 10 | 12
Autofluor Jurkat | 1 | 1.1 | 0.95 | 0.92 | 1.1 | 0.99
VLA-4 agonist | 7 | -4 | -1 | 10 | 6 | -4

31) O=C(NCc1ccccc1)C1C2C=CC3(CN(Cc4cccnc4)C(=O)C13)O2 (configuration not stated)
32) CCOC(=O)N1CCC(NC(=O)c2ccc(NC(=O)C3CCCO3)cc2)CC1 (configuration not stated)
33) COc1cccc(C(c2nnnn2Cc2ccccc2)N2CCN(C(=O)c3ccco3)CC2)c1OC (configuration not stated)
34) Cc1ccnc(NC(=O)CN(C)S(=O)(=O)c2cccc3nsnc23)c1
35) CCN(CC)C(=O)c1cn(C)c(=O)c2cc(OC)c(OC)cc12
36) O=C(CCN1C(=O)COc2ccccc21)NCCN1CCc2ccccc2C1

Assay by compound | 31 | 32 | 33 | 34 | 35 | 36
VLA-4 antagonist | 3 | -11 | -24 | -11 | 0 | -28
Prostate diff | 9 | 6 | 15 | 10 | 12 | 4
Autofluor Jurkat | 1 | 0.99 | 1.1 | 1 | 0.92 | 1
VLA-4 agonist | 6 | 3 | 2 | 4 | 2 | 10

37) O=C(c1oc(=O)c2ccccc2c1-c1ccccc1)N1CCN(C2CCCCC2)CC1
38) COc1ccc(Cn2c(=O)[nH]c3cc(C(=O)NCc4ccc5c(c4)OCO5)ccc3c2=O)cc1
39) O=S(=O)(c1ccc(Cl)s1)N1CCN(Cc2ccccc2)CC1
40) CC1(C)NC(=O)N(CC(O)CN(Cc2ccccc2)Cc2ccccc2)C1=O (configuration not stated)
41) CC(C)CCOC(=O)C1C2C=CC3(CN(Cc4cccs4)C(=O)C13)O2 (configuration not stated)
42) O=C(CN1CCCC1)N1CCCc2c1c(=O)oc1ccc(OCc3ccccc3)cc21

Assay by compound | 37 | 38 | 39 | 40 | 41 | 42
VLA-4 antagonist | 8 | u | -5 | -22 | 1 | 19
Prostate diff | 2 | 10 | 10 | 16 | 7 | 15
Autofluor Jurkat | 1.1 | 1.2 | 1 | 1.1 | 1.1 | 1.1
VLA-4 agonist | -2 | u | 0 | 7 | 1 | -5

43) O=C(NCCN1CCCC1)C1CCN(S(=O)(=O)N2CCC3(CC2)OCCO3)CC1
44) CC(C)NC(=O)CSc1nc2ccccc2n1-c1ccccc1
45) O=C(Nc1nnc(C2CCCCC2)s1)c1cccs1
46) COc1ccc(N2C(=O)C3CCCN3C2c2cc(OC)c(OC)cc2OC)cc1 (configuration not stated)
47) CCc1ccc2[nH]c(=O)c(C(c3nnnn3CC3CCCO3)N3CCN4CCCC4C3)cc2c1 (configuration not stated)
48) CCOC(=O)N1CCN(C(=O)C2CCCN(S(=O)(=O)c3cccnc3)C2)CC1 (configuration not stated)

Assay by compound | 43 | 44 | 45 | 46 | 47 | 48
VLA-4 antagonist | -5 | -11 | -16 | -22 | u | 11
Prostate diff | 0 | 11 | 14 | 10 | 9 | 0
Autofluor Jurkat | 0.93 | 1 | 1 | 0.86 | 1.1 | 1
VLA-4 agonist | 5 | -1 | -4 | 13 | u | -3

49) CCOC(=O)C1=C(C)Nc2nnnn2C1c1cccc(OC)c1OC (configuration not stated)
50) O=C(NCCCN1CCCC1=O)c1cncc(Br)c1
51) O=C(c1ccc(N2CCCCS2(=O)=O)cc1)N1CCN(c2ccc(N3CCOCC3)nn2)CC1
52) O=S(=O)(NCC(c1cccnc1)N1CCN(c2ccc(F)cc2)CC1)c1ccccc1 (configuration not stated)
53) COCCN1C(=O)c2oc3c(C)cc(C)cc3c(=O)c2C1c1cccc(O)c1 (configuration not stated)
54) CC1CCN(C(=O)CSc2nnc(Cc3cccn3C)n2-c2ccc(F)cc2)CC1

Assay by compound | 49 | 50 | 51 | 52 | 53 | 54
VLA-4 antagonist | -4 | -18 | -1 | u | -4 | -11
Prostate diff | 8 | 3 | 1 | 6 | 3 | 4
Autofluor Jurkat | 0.99 | 0.98 | 1 | 1.2 | 1.1 | 0.98
VLA-4 agonist | -7 | 0 | 3 | u | 2 | -1

55) CCN(CCNC(=O)C1CCN(Cc2nc(-c3cccc(Cl)c3)oc2C)CC1)c1ccccc1
56) COc1cccc(N2CCN(C(=O)c3[nH]c(C)c(C(C)=O)c3C)CC2)c1
57) CCn1ncc(C2=NOC(C(=O)Nc3cccnc3)C2)c1C (configuration not stated)
58) O=C(c1ccccc1)C1C(=O)c2ccccc2C1=O
59) CCN(C(=O)CN1CCN(c2ccccc2OC)CC1)c1c(N)n(Cc2ccccc2)c(=O)[nH]c1=O
60) COc1ccc2nc(NC(=O)C3CCCN(S(=O)(=O)c4cccc5nsnc45)C3)sc2c1 (configuration not stated)

Assay by compound | 55 | 56 | 57 | 58 | 59 | 60
VLA-4 antagonist | u | 3 | 4 | 9 | -18 | u
Prostate diff | 24 | 7 | 10 | 14 | 5 | 4
Autofluor Jurkat | 1.1 | 1 | 1.1 | 1.1 | 1 | 2.1
VLA-4 agonist | u | -4 | -6 | 3 | 5 | u

61) O=C(c1ccccc1)N1CC(COc2ccccc2)OC(c2ccco2)O1 (configuration not stated)
62) CCC1c2ccc(C)n2CCN1C(=O)Nc1ccccc1OC (configuration not stated)
63) CCn1cc(C(=O)O)c(=O)c2cc(F)c(N3CCN(C(=O)Nc4ccccc4)CC3)cc21
64) CC1CCCN(CCCNC(=O)CCn2nc(-c3ccccc3)ccc2=O)C1 (configuration not stated)
65) COc1ccccc1C(=O)Nc1ccc(N2CCN(S(C)(=O)=O)CC2)cc1
66) O=C(COC(=O)c1ccco1)NCc1cccs1

Assay by compound | 61 | 62 | 63 | 64 | 65 | 66
VLA-4 antagonist | 2 | -13 | 6 | -16 | -18 | -2
Prostate diff | 13 | 4 | 9 | 8 | 7 | 14
Autofluor Jurkat | 1.1 | 1.3 | 0.97 | 1.1 | 1 | 1.1
VLA-4 agonist | 2 | 1 | -4 | 5 | 6 | 2

67) O=C(NCCN1CCOCC1)c1ccc(CS(=O)(=O)c2ccc(Cl)cc2)o1
68) CCS(=O)(=O)N1CCC(C(=O)NCc2ccccc2OC)CC1
69) Fc1ccccc1-c1nc(-c2ccccc2)no1
70) CN1CCN(c2cc3c(c4c2[nH]c2ccccc24)C(=O)CC(C)(C)C3)CC1
71) Cc1ccc(NC(=O)CN(C)S(=O)(=O)c2cccc3nsnc23)cc1Cl
72) c1ccc(-c2cc(N3CCCCC3)ncn2)cc1

Assay by compound | 67 | 68 | 69 | 70 | 71 | 72
VLA-4 antagonist | 1 | 3 | -4 | -6 | -19 | -12
Prostate diff | 1 | 8 | 8 | 63* | 10 | 18
Autofluor Jurkat | 1 | 1 | 1.3 | 1.1 | 1 | 0.99
VLA-4 agonist | 5 | 5 | -6 | -8 | 5 | -7
